Casp6 inh: blocks human caspase-6 cleavage activity; P55212; purified caspase-6, Z-VEID-R110 cleavage fluorescence; inhibition, % at 12.5 µM; 350,000 compounds, 0.53% hits; AID 686996;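 active = mean inhibition across replicates at least about 35%, with every replicate also reaching that limit, limit read from the data; inconclusive = only one of the two criteria met; inactive = neither criterion met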;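 note: 0% = median of neutral control wells and 100% = no fluorescence left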
Target sequence (P55212 24-179 limits assumed): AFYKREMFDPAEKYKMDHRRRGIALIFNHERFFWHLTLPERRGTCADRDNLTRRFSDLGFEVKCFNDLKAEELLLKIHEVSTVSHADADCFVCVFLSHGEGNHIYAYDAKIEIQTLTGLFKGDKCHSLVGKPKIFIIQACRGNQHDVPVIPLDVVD
Target sequence (P55212 194-293 limits assumed): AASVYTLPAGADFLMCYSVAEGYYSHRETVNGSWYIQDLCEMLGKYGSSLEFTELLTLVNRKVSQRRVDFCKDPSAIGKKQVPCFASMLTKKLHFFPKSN
miR122 inh: miR-122 inhibition in Huh7 cells | activation (reporter increase), % at 12.5 µM | Huh7 miR-122 Renilla luciferase sensor, 48 h; neutral wells = 0, positive control = 100 | 340,000 compounds, 0.3% hits;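 active = mean replicate activation score at least 90 and every replicate individually at or above 90; inconclusive = only one of the two criteria met; inactive = neither criterion met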;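 note: higher luciferase means less miR-122 activity so hits act as miR-122 inhibitors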
FN deposition inh: fibronectin deposition inhibition | AH1F fibroblasts, Alexa488-fibronectin deposition fluorescence, overnight | inhibition, % at 12.6 µM | 350,000 compounds, 0.086% hits | AID 743247;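 active = mean inhibition across replicates of 30% or more, regardless of how many single replicates reach that level; inconclusive = mean under 30% yet at least half of replicates reach 30%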;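 note: positive control wells lacked labelled fibronectin entirely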
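Schedule: 1 h cell adhesion before compound, then overnight fibronectin incubation; test system: AH1F fibroblast monolayer depositing Alexa488-labelled fibronectin into matrix; quantity: 10000 AH1F cells per well; probe or stimulus: fluorescent fibronectin at 24 nM final; signal: fluorescence, ex 485 nm, em 525 nm; evaluation: percent inhibition as loss of matrix-bound fibronectin fluorescence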
PAX8 reporter: PAX8 transcriptional activity inhibition; RMG-I TPO-luciferase reporter, SteadyGlo, 24 h; inhibition, % at 12.6 µM; 360,000 compounds, 1.2% hits;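 active = mean replicate inhibition at least 60% with every replicate also reaching 60%; inconclusive = only one of the two criteria is met; inactive = mean below 60% and not all replicates reaching 60%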;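 note: luciferase light reporting Pax8 driven TPO promoter activity; plate controls were median of neutral control wells for no effect and mitoxantrone controls for full effect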
PGC1a acetyl inh: lowers PGC1a acetylation signal in U2OS cells | AlphaScreen anti-acetyl-lysine; with virally co-expressed GCN5 acetyltransferase | inhibition, % at 15.6 µM | 350,000 compounds, 0.17% hits | AID 651687;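 active = every replicate shows inhibition of at least 40%; inconclusive = mean inhibition at least 40% but some replicate below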;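 note: 0% = neutral control wells and 100% = positive control wells; some results beyond the cut were filed as inactive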
LGR2 antag: inhibitors of bursicon-induced Drosophila LGR2 receptor cAMP signaling. 380,000 compounds, 0.35% hits. inhibition, % at 9.99 µM. AID 720647. HEK293 LGR2, CRE-luciferase, bursicon-stimulated, 4 h;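 active = drop in luminescence signal, shown as inhibition above about 50% in the replicate tests, limit read from the data, passing the limit was not always enough; inconclusive = probably only some replicates passing the limit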;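 note: agonist challenge used bursicon conditioned medium at about half maximal strength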
EWS-Fli inh: blocks EWS/Fli oncoprotein-driven transcription | AID 651661 | 350,000 compounds, 0.67% hits | inhibition, % at 12.6 µM | A673 NR0B1-luciferase reporter, viability-normalised;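 active = mean inhibition of at least 50% after viability correction, with every replicate also passing that limit; inconclusive = mean reaches 50% but only one of two replicates passes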;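 note: firefly luciferase signal divided by Alamar Blue viability fluorescence both relative to DMSO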
Cneo AK release: Cryptococcus neoformans lysis via adenylate kinase release | lysis activity, % at 15 µM | C. neoformans lysis, adenylate kinase release luminescence, 4 h; normalised: neutral wells 0, clomiphene wells 100 | 360,000 compounds, 0.2% hits;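 active = mean lysis activity across replicates of at least 80%, whatever share of replicates individually reach that level; inactive = mean lysis activity below 80%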
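Material – Cryptococcus neoformans yeast cells · Quantity – 5 × 10^6 yeast cells/mL · Buffer or medium – YPD medium · Compound – single dose · Timing – 4 h static compound exposure, 37 °C, read 1 h post-reagent · Signal – adenylate kinase release luminescence · Read-out basis – lysis from increased AK signal · Benchmarks – Clomiphene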
The depositor's hits bear a star; ? = inconclusive; . = not tested or not shown; & = joins results of further samples; [ ] = dose if it differs, or a comment.

canonical_smiles,Cneo AK release,miR122 inh,FN deposition inh,PAX8 reporter,LGR2 antag,EWS-Fli inh,PGC1a acetyl inh,Casp6 inh
C[C@@H]1CN([C@@H](C)CO)C(=O)c2cc(C#CCc3ccccc3)cnc2O[C@H]1CN(C)Cc1ccccn1,-2,-3[16.7 µM],5,.,2,2,1,0
Cn1c(SCc2ccc([N+](=O)[O-])cc2)nc2c(c1=O)SCC2,.,.,1,-15,12,-9,.,5
C[C@H]1CN([C@@H](C)CO)C(=O)Cc2cc(NC(=O)C3CC3)ccc2O[C@H]1CN(C)Cc1ccc(Oc2ccccc2)cc1,0&1,-7[16.7 µM],16,20,10&4,19&15,8,1
COCC#Cc1cnc2c(c1)C(=O)N([C@H](C)CO)C[C@H](C)[C@@H](CN(C)C(=O)C1CC1)O2,4,1[16.7 µM],8,.,14,-5,-3,2
CCOC(=O)Cc1csc(NC(=O)CSc2nc(C)cc(C)n2)n1,.,.,.,2,14,1,.,2
COC(=O)[C@H]1C[C@H](OC(=O)NCc2ccccc2F)[C@@]2(O)CN(S(=O)(=O)c3ccc(C)cc3)CC2[C@H]1C(=O)OC (some centres not stated),-1,-8,5,-9,-13,4,-1,-1
COc1ccc(C2CCCCCN2Cc2nc3ccccc3c(=O)n2CC(N)=O)cc1 (configuration not stated),1,?,4,-19,22,-2,-20,3
O=C(CCN1CCCCC1)NNC(=O)C12CC3CC(CC(C3)C1)C2,0,-2,3,-9,1,13,6,-2
Cc1cc(C)c(C)c(OCCCCN2CCCCC2)c1,1,-3,1,1,.,18,-9,-1
Cc1ccc(NC(=S)NNC(=O)c2cccc([N+](=O)[O-])c2)cc1Cl,.,.,1,11,.,9,.,3
CC(=O)COc1coc(CN2CCN(c3ccc(F)cc3)CC2)cc1=O,0,-6,9,-6,-6,-47,11,2
O=C(Nc1ccccc1Cl)N1CCn2c(nc3ccccc32)C1,-1,-2,-18,.,.,.,-26,.
CN(Cc1ccccc1)C(=O)c1ccc(NC(=O)Cc2cccc(NC(=O)C3CCCN(C(=O)C4CCC4)C3)c2)cc1 (configuration not stated),2,-1,-1,-8,8,6,-11,-1
COc1ccc(-n2cc(CNCCCN3CCCC3=O)c(-c3ccccc3Cl)n2)cc1,.,.,-7,6,-11,8,.,-8
C[C@H](CO)N1C[C@H](C)[C@@H](CN(C)CC2CCCCC2)Oc2ccc(NC(=O)CCC(F)(F)F)cc2CC1=O,20,3[16.7 µM],.,.,-5,0,-2,-3
CC(C)NC(=O)N(C)C[C@H]1Oc2ccc(NC(=O)Nc3ccc(F)cc3)cc2C(=O)N([C@@H](C)CO)C[C@@H]1C,-3,2[16.7 µM],.,-10,0,-4,-1,-2
CCN(C(=O)COC(=O)/C=C/c1ccc(C)o1)c1c(N)n(Cc2ccccc2)c(=O)[nH]c1=O,-1,-1,-1,-7,12,1,2,4
O=C(Cn1nnc(-c2cccs2)n1)NCc1ccco1,.,.,.,1,-12,0,.,7
CN=C1CC(C)(C)CC(=O)/C1=C(/O)CCCN1C(=O)c2ccccc2C1=O,.,.,3,5,-20,2,0,-3
COc1cc(OC)c(OC)cc1/C=C/c1cc(C(F)(F)F)[nH]c(=O)n1,0,0,-20,15,23,4,-8,0
CCCn1c(N)c(C(=O)CSc2nnc(C3CC3)n2Cc2ccccc2)c(=O)n(C)c1=O,1,.,-3,-9,-11,2,.,-1
COCC(=O)N1C[C@H]2[C@@H](c3ccccc31)[C@@H](CO)N2Cc1ccccc1F,-2,-4[16.7 µM],.,5,2,8,6,1
CSc1nc2ccc(NC(=O)c3ccc(F)c(F)c3)cc2s1,.,-3,-2,-162,-32,-120,-11,-4
CCOc1ccc(/C=C2\SC(=S)N(C)C2=O)cc1OC,-10,6,1,-5,-10,-8,3,1
Cc1ccc(CC(=O)Nc2ccc(Cl)cn2)cc1,-3,1,-9,-104,-46,-67,2,1
COC(=O)[C@@]12CCCN1[C@H](c1ccc(-c3ccccc3)cc1)[C@H]1C(=O)N(C)C(=O)[C@H]12,0,-5,6,-1,-1,-22,-11,1
CO[C@@H]1CN(C)C(=O)c2ccc(NC(=O)C3CCC3)cc2OC[C@H](C)N(C(=O)NC(C)C)C[C@H]1C,0,5[16.7 µM],-11,.,-2,4,13,1
COc1ccc(C(=O)c2sc(Nc3cccc(OC)c3)c(C(=O)Nc3cccc(C)c3C)c2N)cc1,-2,-1,-26,.,.,.,-5,.
O=C(Cc1ccccc1)NNC(=O)C1CCN(c2ncccn2)CC1,.,.,1,5,-2,-9,-17,1
Cc1ccccc1S(=O)(=O)N1C[C@@H](O)COC[C@@H]2O[C@@H](CC(=O)NCc3ccccc3Cl)CC[C@H]21,57,11[16.7 µM],2,10,-3,10,-3,0
CCCC(=O)Nc1ccccc1NC(=O)CCC,4,4,-3,12,.,.,-14,.
CCC(=O)N1N=C(c2ccc(C)o2)CC1c1ccc(Br)cc1 (configuration not stated),-7,-6,-1,-1,-7,.,-10,.
Cc1ccccc1-n1c(Cn2c(=O)sc3ccccc32)nnc1SCC(=O)N1CCCC1,-2,-1,-2,8,-13,-23,5,-3
CCNC(=O)Nc1ccc2c(c1)C(=O)N(C)[C@H]1CC[C@H](CC(=O)NCC3CCCCC3)O[C@H]1CO2,-7,1[16.7 µM],4,-2,7,5,-1,0
O=C(NN1C(=O)C2C(C1=O)C1C=CC2C12CC2)c1cccc(Cl)c1 (configuration not stated),.,.,-4,-15,12,1,.,1
CCC(=O)N1C[C@H](C)[C@H](OC)CN(C)C(=O)c2ccc(NC(=O)CC(F)(F)F)cc2OC[C@H]1C,.,.,3,-24,-6,.,11,-3
C[C@H]1CN([C@@H](C)CO)C(=O)c2cc(-c3ccncc3)cnc2O[C@@H]1CN(C)C(=O)C1CCC1,.,-1[16.7 µM],.,.,-7,1,-16,.
CCOc1ccc(-n2c(O)c(/C=N/NC(=O)C3COc4ccccc4O3)c3ccccc3c2=O)cc1 (configuration not stated),11,1,.,-14,8,.,.,.
COc1ccc(C(=O)OCC(=O)Nc2ncc([N+](=O)[O-])s2)cc1OC,-1,.,2,-10,-25,-16,10,57*
COc1ccccc1S(=O)(=O)N1[C@@H]2CNC[C@H]1C2c1ccc(-c2ccncc2)cc1 (some centres not stated),.,.,-2&-7,1,-2&4,2,5&13,6
Fc1ccc2c(c1)C1OCCCC1C(c1ccccc1)N2 (configuration not stated),4,-3,3,29,-5,8,-14,1
N#Cc1ccc(OCC(=O)OCC(=O)N2CCc3ccccc32)cc1,0,-5,8,7,11,8,.,1
CC(C)(C)c1cc(NCCCn2ccnc2)n2ncc(-c3ccc(Cl)cc3)c2n1,.,-32,6,.,16,.,7,.
COCCNC(=O)C(c1ccc(O)cc1)N(C(=O)CCC(=O)Nc1nccs1)c1ccc(C)cc1 (configuration not stated),.,-5,1,4,-19,0,-5,-1
O=C(Cc1ccc(Br)cc1)c1ccc(O)cc1O,-5,2,-9,.,.,.,0,.
C[C@@H]1CCCCO[C@H](CN(C)Cc2ccncc2)[C@@H](C)CN([C@H](C)CO)C(=O)c2cc(NC(=O)C3CCCCC3)ccc2O1,-6,-7[16.7 µM],.,-6,9,-1,-5,0
Cc1cc(OC(=O)c2ccc(S(=O)(=O)N(C)C)cc2)c([N+](=O)[O-])c(=O)[nH]1,.,.,-1,-28,13,11,.,19
CCCCn1cnc2c(sc3nc4c(cc32)CSC(C)(C)C4)c1=O,-6,-4,8,-194,-54,.,3,.
CN1CCC(N(C)C(=O)c2ccccc2Nc2ccc(SC(F)F)cc2)CC1,1,-3,1,.,.,.,-1,.
Cc1ccsc1/C=N/Nc1ccc(C(=O)O)cc1,-2,.,1,78*,69*,71*,2,0

New compounds follow
canonical_smiles,Cneo AK release,miR122 inh,FN deposition inh,PAX8 reporter,LGR2 antag,EWS-Fli inh,PGC1a acetyl inh,Casp6 inh
O=S(=O)(Nc1ccccc1Br)c1cccs1,-2,.,1,-11,9,-5,.,4
c1ccc(CNc2nc3ccccc3n3cnnc23)cc1,2,-2,-2,-12,-15,-6,11,-1
COc1ccc(C2CCCN2C(=S)Nc2cccc(Cl)c2C)cc1OC (configuration not stated),-1,9,-4,5,-4,-3,-15,-3
COc1cccc(NC(=O)C(=O)NCCCn2ccnc2)c1,.,.,.,-4,-30,-22,5,-30
CCOc1ccc(C2C(C(=O)Nc3ccccc3)=C(C)N=c3s/c(=C/c4cccc(OCC(=O)O)c4)c(=O)n32)cc1 (configuration not stated),.,-5,-1,-18,14,-29,-11,10
O=C(C[C@@H]1C[C@H]2c3cc(NC(=O)NC4CCCC4)ccc3O[C@H]2[C@@H](CO)O1)NCc1ccccc1,1,0[16.7 µM],-1,1,18,-1,0,1
COC(=O)c1ccccc1C(=O)N1CCCC(CNC(=O)c2ccc(F)cc2)C1 (configuration not stated),-1,-5,-1,-4,14,.,-3,0
CC1(c2ccccc2)NC(=O)N(CC(=O)Nc2ccc(N3CCOCC3)cc2)C1=O (configuration not stated),0,-1,2,15,-1,3,0,-4
CCOCCn1c(N(C)Cc2ccccc2)nc2c1c(=O)[nH]c(=O)n2C,1,-2,15,.,.,.,0,.
CCN(CC)c1ccc(NC(=S)Nc2ccc(F)cc2)cc1,-10,1,-9,-121,-24,-85,1,10

Record cards, from the list above. Screens in order: Cneo AK release, miR122 inh, FN deposition inh, PAX8 reporter, LGR2 antag, EWS-Fli inh, PGC1a acetyl inh, Casp6 inh
CCOCCn1c(N(C)Cc2ccccc2)nc2c1c(=O)[nH]c(=O)n2C as listed: 1, -2, 15, ., ., ., 0, .
CCOc1ccc(C2C(C(=O)Nc3ccccc3)=C(C)N=c3s/c(=C/c4cccc(OCC(=O)O)c4)c(=O)n32)cc1 (configuration not stated) as listed: ., -5, -1, -18, 14, -29, -11, 10

Continuation:
canonical_smiles,Cneo AK release,miR122 inh,FN deposition inh,PAX8 reporter,LGR2 antag,EWS-Fli inh,PGC1a acetyl inh,Casp6 inh
Cc1cc(=O)[nH]c(SCCCOc2ccc(F)cc2)n1,-4,4,-19,.,.,.,-22,.
CS(=O)(=O)N(CCc1ccccc1)CC(=O)N1CCN(Cc2ccc3c(c2)OCO3)CC1,-1,-3,-7,11,.,.,-22,.
CC1(C)Cc2nc3oc4c(N5CCOCC5)ncnc4c3cc2CO1,0,-1,5,.,.,.,15,.
CN(CC(=O)NCc1ccncc1)S(=O)(=O)c1cc(Cl)ccc1Cl,38,1,-7,-4,5,-10,-4,-2
Cc1ccc(S(=O)(=O)Nc2cccc3c2O[C@@H](CN(C)S(=O)(=O)c2ccccc2)[C@H](C)CN([C@H](C)CO)C3=O)cc1,4,0[16.7 µM],.,-2,0,0,3,3
O=C(C[C@@H]1C[C@H]2c3cc(NC(=O)NC4CCCCC4)ccc3O[C@H]2[C@H](CO)O1)NCc1ccccn1,41,5[16.7 µM],.,4,-1,-4,8,75*
COc1ccccc1CNC(=O)Cn1cccc1C(=O)c1ccccc1,3,-3,4,-52,8,-10,-4,7
C[C@H](CO)N1C[C@H](C)[C@@H](CN(C)S(=O)(=O)c2ccccc2)Oc2ncc(Br)cc2C1=O,-1,2[16.7 µM],.,.,5,-2,-2,-1

Bioassay records deposited in PubChem BioAssay by Broad Institute.
